PV pol inh: poliovirus RdRp elongation inhibitors, primary screen, biochemical, fluorescence polarization, total intensity. poliovirus polymerase elongation; stronger effect = lower value. % elongation, % (compound at 16.7 µg/mL). actives 0.66% (n = 150,000). AID 588519, 2011; in the data active = % elongation below about 90%; note: some results filed as inactive read as strong as hits
Target sequence (P03300 1749-2209 limits assumed): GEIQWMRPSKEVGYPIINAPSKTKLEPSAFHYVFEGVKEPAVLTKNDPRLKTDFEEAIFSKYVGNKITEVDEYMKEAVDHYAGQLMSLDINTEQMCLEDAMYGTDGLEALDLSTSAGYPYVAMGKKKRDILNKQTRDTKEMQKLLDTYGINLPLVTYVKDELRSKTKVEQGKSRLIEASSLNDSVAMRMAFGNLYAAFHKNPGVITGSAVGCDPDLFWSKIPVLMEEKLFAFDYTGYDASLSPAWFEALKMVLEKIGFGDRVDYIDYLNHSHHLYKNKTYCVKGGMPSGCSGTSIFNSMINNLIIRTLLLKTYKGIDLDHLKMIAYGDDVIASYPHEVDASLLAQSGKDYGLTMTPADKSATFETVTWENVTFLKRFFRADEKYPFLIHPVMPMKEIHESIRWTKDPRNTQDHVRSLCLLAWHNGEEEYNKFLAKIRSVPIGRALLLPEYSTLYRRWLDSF
PV pol inh FP z-score: second read-out of PV pol inh, no call of its own (marks repeat the call); z-score; measured here: FP z-score; hits read low
* marks the source's active call; other numbers are inactive results. These rows are one share of the data. The share of hits here may be higher or lower than overall.

SMILES	PV pol inh	PV pol inh FP z-score
Cc1ccc(S(=O)(=O)Nc2ccc3c(c2)CCCN3C(=O)c2cccs2)cc1	107	0.2
O=C(CSCc1ccccc1Cl)NC1CC1	97	-0.8
CCCSc1ncc(Cl)c(C(=O)NCc2ccc(OC)cc2)n1	106	-0.2
CCc1c(O)nc(SC(C)C(=O)Nc2ccc(S(N)(=O)=O)cc2)n(-c2ccccc2)c1=O (stereo unspecified)	101	0.2
O=c1c2cc(N3CCOCC3)ccc2[nH]c(=S)n1CCc1ccccc1	97	-2.2
CCOC(=O)c1c(C)oc2c1c(CN1CCN(c3ccccc3)CC1)c(O)c1ccccc12	104	0.2
NC(=O)CCC1COc2ccccc2O1 (stereo unspecified)	104	1
COC(=O)Cn1cnc2c1c(=O)n(C)c(=O)n2C	103	0.3
Cc1nn(-c2ccccc2)c(Cl)c1C1C(C#N)=C(N)OC2=C1C(=O)CCC2 (stereo unspecified)	104	0.6
CCc1ccc(CN(Cc2ccco2)c2cnc(S(C)(=O)=O)nc2C(=O)Nc2cccc(C)c2)cc1	110	0.7
COC(=O)C1(CCSC)NC(c2ccc(N(C)C)cc2)C2C(=O)N(C)C(=O)C21 (stereo unspecified)	103	0.8
Cc1c(/C=N/NC(=O)c2cc(Br)ccc2O)c(=O)n(C)c(=O)n1C	106	0
CCc1nnc(NC2=NS(=O)(=O)C(c3cccc(Br)c3)=C2C)s1	102	-0.1
O=C(O)CCCNc1ncnc2ccccc12	97	-0.8
Oc1ccccc1CNc1ccc(F)c(Cl)c1	102	-0.2
COc1ccc(-n2nnc(-c3nsc(NC(=O)c4cccs4)n3)c2C)cc1OC	104	-0.6
CCc1ccc2c(c1)NC(c1ccc(C)cc1)=NC(c1cccs1)=N2	105	-0.7
C/C(CC1(O)/C(=N/O)CCc2nonc21)=N\O (stereo unspecified)	100	0.1
CC(=O)Nc1cccc2ncccc12	104	0.1
Cc1ccccc1CNC(=O)CCCn1nc(C)c2sc3ccccc3c2c1=O	112	0.3
CC(C(=O)NC1CCCCCC1)n1c2ccccc2c2cnn(C)c(=O)c21 (stereo unspecified)	105	1.2
O=C(c1cc2ccccc2oc1=O)N(c1ccccn1)C1CCCCC1	103	0.7
O=C(C1CCN(S(=O)(=O)c2ccccc2)CC1)N1CCCC1	102	0.1
CCOc1ccc(-n2c(CSc3nc4ccccc4o3)nc3ccccc3c2=O)cc1	103	-0.2
CCCCc1oc2ccccc2c1C(=O)c1ccc(O)cc1	99	-0.5
Continued:
SMILES	PV pol inh	PV pol inh FP z-score
O=C(Nc1ccncc1)c1cc2cccnc2n(Cc2ccccc2)c1=O	107	0.3
N#Cc1ccsc1NC(=O)COC(=O)c1cc(-c2ccccc2)nn1-c1ccccc1	141	3.6
CC(=O)O/N=C1\Sc2ccccc2C1=O	97	-1.6
CCOC(=O)CSc1nnc(-c2ccc3ncccc3c2)n1C	98	-1.1
O=C(NC1CCCCC1)C(c1cccs1)N(C(=O)CC1CC2CCC1C2)c1ccccc1 (stereo unspecified)	106	0.3
CCOC(=O)c1oc2ccccc2c1NC(=O)CSc1nnc(SCC)s1	96	-0.5
COC(=O)c1cc(S(=O)(=O)N(C)C2CCCCC2)c[nH]1	102	-0.1
O=S(=O)(NCC(c1ccco1)S(=O)(=O)c1cccs1)c1ccc(F)c(C(F)(F)F)c1 (stereo unspecified)	106	0.1
O=C(CO/N=C/c1ccccc1)N=Nc1c(O)n(CN2CCCC2)c2ccccc12	102	0.1
CCN(C1CCCCC1)S(=O)(=O)c1ccc(C)cc1	110	0.6
Cc1cnc(C(=O)Nc2ccc(Cl)cc2C(=O)c2ccccc2)cn1	102	0.2
CN(C)c1ccc(CNC(=O)c2cc3cc(S(=O)(=O)N4CCCCC4)ccc3n2C)cc1	116	1.7
O=C(NCC(F)(F)F)C1COc2ccccc2O1 (stereo unspecified)	97	-0.4
CC(C)CCNc1ncnc2c1nnn2Cc1ccccc1	100	-0.3
Cc1cc2c(cc3c(SCc4ccccc4Cl)nnc(C)n32)o1	107	-0.1
CN(CCC#N)C(=O)C1CC(=O)N(Cc2ccco2)C1 (stereo unspecified)	100	-0.3
CN(C(=S)NCc1ccc2c(c1)OCO2)C1CCS(=O)(=O)C1 (stereo unspecified)	88*	-2.4*
C=CCNC(=O)CN1C(=O)/C(=C/c2ccccc2)Sc2ccccc21	100	-1
COc1ccc(N2CCN(Cc3nc4c(c(=O)[nH]c(=O)n4C)n3Cc3ccc(Cl)cc3)CC2)cc1	99	-1.9
CN(Cc1ccccc1)C(=O)COC(=O)c1ccc(Br)o1	101	-0.3
CC(C)(C)OC(=O)N1CCN(C(=O)c2ccccc2C(=O)O)CC1	107	0.3
Cc1ccc(C)c(N2CCN(c3nc4ccccc4c(=O)n3-c3ccccc3)CC2)c1	103	-0.3
CCOC(=O)c1sc(N)c(C#N)c1COC(=O)CC1Sc2ccccc2NC1=O (stereo unspecified)	89	-3
COc1cc2c(cc1OC)CN(C(=O)Cn1c(C)cc(C)c(C#N)c1=S)CC2	100	-0.1
CSc1cccc(NC(=O)CC(C)S(=O)(=O)c2ccc3c(c2)OCC(=O)N3)c1 (stereo unspecified)	102	-0.2
More records:
SMILES	PV pol inh	PV pol inh FP z-score
CCOC(=O)CSc1nnc(Nc2ccccc2C)s1	110	1
COc1ccc(C(=O)CSc2nnc(-c3ccco3)c(-c3ccco3)n2)cc1	98	-0.8
Cc1ccc(C=Nc2ccccc2C(N)=O)o1	102	0.5
COc1ccc(OC)c(CNC(=O)c2cccc(NC(=O)N3CCSc4ncccc43)c2)c1	107	0.3
Cc1nc2cc(-c3ccccc3)nn2c(C)c1CCC(=O)NCc1ccco1	100	-0.4
Nn1c(COc2ccccc2)n[nH]c1=S	80*	-1.6*
CCCCOC(=O)c1ccc(OC(=O)c2sc3ncn(Cc4cccc(F)c4)c(=O)c3c2C)cc1	98	-0.8
COc1ccc(OC)c(NC(=O)CSc2cn(C)c3ccccc23)c1	101	0
O=C(COCc1cc(-c2ccc(F)cc2)on1)NCC1CCCO1 (stereo unspecified)	106	2.1
CN(Cc1ccc(-c2ccc(Br)cc2)o1)C(=O)c1ccc(S(N)(=O)=O)cc1	101	-0.1
CCCCC(=O)Nc1cccc2c1C(=O)N(c1ccccc1)C2=O	100	-0.1
N=C1c2ccccc2CN1Cc1ccc(CN2Cc3ccccc3C2=N)cc1	110	0.8
CCSc1nnc(-c2c[nH]c3ccccc23)n1-c1cccc(OC)c1	106	1.9
COc1cc(Br)cc2cc(S(=O)(=O)c3ccccc3)c(=O)oc12	103	-1.3
COc1ccc(NC(=O)Cn2ccc3c(OC)cccc3c2=O)cc1	103	0.3
CCN1CCN(Cc2ccc(NC(=O)Nc3ccc(SC)cc3)cc2)CC1	101	0.1
NC(=O)c1ccccc1NS(=O)(=O)c1cccs1	102	0.3
Cc1ccc(CNC(=O)c2ccccc2C(=O)O)cc1	103	0.4
CCOc1ccccc1CNC(=O)CC(C)n1ccc(C)n1 (stereo unspecified)	104	-0.6
C=CCn1c(SC(C)C(=O)N2CCCC2)nc2scc(C3CC3)c2c1=O (stereo unspecified)	98	-0.8
CCOc1ccc2nc(SCC(=O)Nc3ccc(F)cc3)nc(-c3ccccc3)c2c1	108	0
Cn1c(CNc2cccc(C(F)(F)F)c2)n[nH]c1=S	100	-0.5
COc1cccc(NC(=O)c2ccccc2N(C)C(=O)CCC(=O)Nc2cccnc2)c1	108	0.6
O=C1c2ccccc2C(=O)N1CNc1ccc(I)cc1	104	0.7
Cc1ccc(-c2c[n+](=O)c3c(n2[O-])CCC3)cc1	100	-0.3
(further entries)
SMILES	PV pol inh	PV pol inh FP z-score
CCC(=O)C1(Sc2nc3ccccc3[nH]2)CC(C)(C)OC1=O (stereo unspecified)	102	0.4
c1ccc2cc(Nc3ncnc4[nH]ncc34)ccc2c1	102	0.2
Cc1noc2ncnc(N3CCCC(C(=O)Nc4nccs4)C3)c12 (stereo unspecified)	102	0.8
CC(=O)Nc1nonc1NC(=O)c1ccc(C)cc1	104	0.2
COc1ccc(C)cc1NC(=O)Cn1c(=O)oc2cc(S(=O)(=O)N3CCCCCC3)ccc21	109	0.8
CCCN(CCC)C(=O)C1CCCN(c2ncnc3c2nc2n3CCCCC2)C1 (stereo unspecified)	102	-0.1
COCCCN1Cc2cccc(C(=O)O)c2C1=O	101	0.2
CC(CC1C(C#N)=C(N)OC2=C1C(=O)CCC2)c1ccccc1 (stereo unspecified)	98	-1.9
Cc1ccc(S(=O)(=O)N2CCC(C(=O)Nc3ccc(Oc4ccccc4)cc3)CC2)cc1	102	-0.9
COc1cc(CNC(=O)C2CCCCN2S(=O)(=O)c2ccc(F)cc2)cc(OC)c1OC (stereo unspecified)	104	-0.7
Cc1cc2c(cc3c(=O)n(CC(=O)NCc4ccccc4Br)ncn32)s1	108	0.4
Cc1cc(C)cc(Nc2sc(C(=O)c3ccccc3)c(N)c2S(=O)(=O)c2ccccc2)c1	113	1.2
O=C(c1scc2c1CCCC2)N1CCN(c2ccccc2O)CC1	105	0.1
O=C(NCC(c1ccco1)N1CCCCC1)c1ccc2c(c1)S(=O)(=O)c1ccccc1C2=O (stereo unspecified)	111	1.3
Brc1ccc(C=NC2C3CC4CC(C3)CC2C4)cc1 (stereo unspecified)	103	0.2
CCn1cc2nc(SCC(=O)Nc3cccc(Cl)c3C)n(Cc3ccc(Cl)cc3)c(=O)c2n1	106	0.1
CC(C)(C)c1ccc(=O)[nH]n1	115	1.8
Cc1ccc(N2CC(C(=O)NCCS(=O)(=O)N3CCN(c4ccccc4)CC3)CC2=O)cc1C (stereo unspecified)	109	0.5
O=C(NC1CCCCC1)N(Cc1cc2cc3c(cc2[nH]c1=O)OCCO3)C1CCCCC1	100	-0.2
COC(=O)c1cc(OC)c(OC)cc1NC(C)=O	108	0.7
Cc1ccc2[nH]c(=O)c(CNc3ccc(N4CCCCC4)c(CO)c3)cc2c1	103	0.7
O=c1ccc2cc3c4c(c2o1)CCCN4CCC3	83	-3.3
C/C(=N\NC(N)=O)c1ccc(C)c(C)c1	101	-0.2
CC1S/C(=C/c2nc3ccccc3s2)NC1=O (stereo unspecified)	105	1.8
CCN(CC)c1ccc2cc(C(=O)NC3CCCCC3)c(=O)oc2c1	102	0.3
More records:
SMILES	PV pol inh	PV pol inh FP z-score
O=C(CCn1cnc2ccccc21)N/N=C/c1ccccc1	99	-0.5
Cc1ccc(N2CCN(C(=O)c3cnn4c(C)c(Cc5ccccc5Cl)c(C)nc34)CC2C)cc1 (stereo unspecified)	103	0.4
Cc1nc2ccc(NC(=O)Nc3ccccc3)cc2o1	99	-0.7
CCc1nc2ccc(C(=O)NC(C)C)cc2nc1CC	101	0.4
O=C(NC1=NCCS1)c1ccccc1	100	-0.2
CC1CCCCN1C(=O)CSc1nnc2c(Cl)cc(Cl)cn12 (stereo unspecified)	108	0.7
CCOC(=O)c1ccc(N2C(=O)c3[nH]nc(-c4ccc(C)cc4)c3C2c2ccc(O)c(OCC)c2)cc1 (stereo unspecified)	109	0.4
CC1CCn2c(nc3cc(C(=O)NCCc4ccccc4)ccc32)C1 (stereo unspecified)	104	-1
NNC(=O)C1CCS(=O)(=O)C1 (stereo unspecified)	105	0.3
O=C(NCCN1CCOCC1)NC(=O)c1ccccc1	104	1.3
O=C(CSc1ccc(Cl)cc1)NC1CCCc2ccccc21 (stereo unspecified)	104	0.8
CCOc1ccccc1CNC(=O)c1ccc2c(c1)N(Cc1ccc(C)cc1)CCS2	107	-0.9
CN(C(=O)CSc1nnc(Cc2cccs2)n1CCc1ccccc1)c1ccccc1	103	0.1
COc1cccc(N2CC(NC(=O)c3ccc4c(c3)OCO4)CC2=O)c1 (stereo unspecified)	97	-2
O=S(=O)(Nc1ccc(Cl)cc1)c1cccc(S(=O)(=O)c2ccc(Cl)c(Cl)c2)c1	107	0.7
FC(F)(F)c1cccc(OCc2nnc3n2CCCCC3)c1	101	-0.1
COC(=O)Nc1nc2ccc(SC(C)C)cc2[nH]1	99	-0.5
Cc1cccc(OCC(=O)Nc2cccc(-c3nc4ccccc4s3)c2)c1	108	0.7
C=CCOc1ccc(C(=O)N2CCc3ccccc3C2)cc1	101	-0.3
Cc1ccc(NC(=O)CCCC(=O)c2ccccc2)cc1Cl	100	-0.8
Clc1cc2c(cc1Cl)Nc1cc(Cl)c(Cl)cc1N2	100	-0.2
CN1C(=O)C(C)(C)c2cc(S(=O)(=O)N(C)CC(=O)NCc3cccs3)ccc21	101	-0.5
Cc1cccc(NC(=O)CN2c3cccc4cccc(c34)S2(=O)=O)c1	101	-0.4

Bioassay records: PubChem BioAssay, ICCB-Longwood Screening Facility, Harvard Medical School
